Screening results as filed in PubChem.
mIAP act: increases mouse intestinal alkaline phosphatase activity; muIAP, CDP-Star luminescence, 30 min; stronger effect = higher value; 1 = vehicle-only enzyme signal, 0 = enzyme-free wells; activation factor at 10 µM; 330,000 compounds, 0.24% hits;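 active = activation factor of at least 2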; note: the source names both 10 and 20 µM as test concentration; values of inactives mirror those of a sister screen read the other way
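System: mouse IAP enzyme. Reagent: CDP-Star chemiluminescent phosphatase substrate. Benchmarks: DMSO wells, no-enzyme wells. Times: 30 min enzyme-substrate-compound incubation at room temperature. Detection: luminescence from enzymatic CDP-Star hydrolysis. Doses: test compounds delivered from DMSO solution.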
mIAP block: mouse IAP inhibition; AID 2806; 330,000 compounds, 0.2% hits; inhibition, % at 10 µM; purified mouse IAP, CDP-Star luminescence, 30 min;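 active = inhibition of at least 40% at 10 µM in the primary screen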;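 note: plate controls were DMSO with enzyme for no effect and no enzyme wells for full effect; values of inactives mirror those of a sister screen read the other way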
APOBEC3G inh: inhibitors of human APOBEC3G DNA deaminase. 330,000 compounds, 0.28% hits. inhibition, % at 20 µM. Q9HC16. recombinant A3G, ssDNA deamination FAM/TAMRA fluorescence;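 active = inhibition of at least 40% at 20 µM, with no more than 30% in the related APOBEC3A deaminase screen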;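 note: plate controls were DMSO wells with A3G for no effect and wells lacking A3G enzyme for full effect; some compounds called inactive have numbers as strong as hits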
Target sequence (Q9HC16 whole entry, looked up): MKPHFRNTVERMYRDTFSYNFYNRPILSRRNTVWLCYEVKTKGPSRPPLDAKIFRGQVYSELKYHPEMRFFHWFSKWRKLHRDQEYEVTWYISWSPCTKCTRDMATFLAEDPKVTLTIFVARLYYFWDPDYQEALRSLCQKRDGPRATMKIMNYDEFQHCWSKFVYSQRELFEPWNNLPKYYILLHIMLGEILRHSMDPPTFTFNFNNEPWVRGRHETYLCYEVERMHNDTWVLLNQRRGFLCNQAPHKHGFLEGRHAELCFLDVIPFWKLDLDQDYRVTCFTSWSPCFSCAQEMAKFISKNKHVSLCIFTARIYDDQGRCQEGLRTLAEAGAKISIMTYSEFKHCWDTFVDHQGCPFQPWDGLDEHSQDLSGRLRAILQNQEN
NR3A LBD binder: modulates the human NR3A ligand-binding domain; AID 1259313; 340,000 compounds, 2.5% hits; Tm shift relative to glycine control, % at 25 µM; NR3A LBD differential scanning fluorimetry, Tm shift; 0% = protein alone, 100% = glycine-bound protein;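 active = melting temperature shift of at least 10% of the positive control shift, at one fixed dose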
A3A deaminase: blocks human APOBEC3A ssDNA deamination | recombinant A3A, FAM/TAMRA ssDNA deamination fluorescence | P31941 | inhibition, % at 20 µM | 330,000 compounds, 0.41% hits | AID 493011;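 active = at least 40% inhibition at 20 µM here, with at most 30% in a related deaminase screen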;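 note: plate controls were A3A with DMSO for no effect and wells lacking A3A enzyme for full effect; some results filed as inactive read as strong as hits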
beta cell repl: inducers of beta-cell replication in MIN6 cells; proliferation, % at 10 µM; MIN6 cells proliferation, ATPlite luminescence, 48 h; cells starved in 0.2% serum; 100% = growth in 10% serum; 330,000 compounds, 0.29% hits;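 active = compounds whose signal lies at least 3.5 SD above the mean of all wells on their plate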;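 note: 0% = DMSO-treated cells in low-serum medium and 100% = 10% serum control; some compounds called inactive have numbers as strong as hits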
MPTP inh: permeability transition pore inhibition; isolated mouse mitochondria, Ca2+ swelling absorbance, 30 min; inhibition, % at 10 µM; 360,000 compounds, 1.4% hits;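 active = inhibition of 50% or more, scaled per plate between neutral and stimulator controls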;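 note: 0% = DMSO wells given calcium and 100% = 1 mM EGTA wells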
hIAP block: blocks human intestinal alkaline phosphatase. P09923. purified IAP, CDP-Star luminescence, 30 min. inhibition, % at 10 µM. 330,000 compounds, 0.12% hits. AID 2544;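 active = inhibition reaching a set limit with compound at 10 µM in the primary screen, cut at about 35% in these data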;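 note: plate controls were DMSO wells with enzyme for no effect and no-enzyme buffer wells for full effect; values of inactives mirror those of a sister screen read the other way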
Target sequence (P09923 whole entry, looked up): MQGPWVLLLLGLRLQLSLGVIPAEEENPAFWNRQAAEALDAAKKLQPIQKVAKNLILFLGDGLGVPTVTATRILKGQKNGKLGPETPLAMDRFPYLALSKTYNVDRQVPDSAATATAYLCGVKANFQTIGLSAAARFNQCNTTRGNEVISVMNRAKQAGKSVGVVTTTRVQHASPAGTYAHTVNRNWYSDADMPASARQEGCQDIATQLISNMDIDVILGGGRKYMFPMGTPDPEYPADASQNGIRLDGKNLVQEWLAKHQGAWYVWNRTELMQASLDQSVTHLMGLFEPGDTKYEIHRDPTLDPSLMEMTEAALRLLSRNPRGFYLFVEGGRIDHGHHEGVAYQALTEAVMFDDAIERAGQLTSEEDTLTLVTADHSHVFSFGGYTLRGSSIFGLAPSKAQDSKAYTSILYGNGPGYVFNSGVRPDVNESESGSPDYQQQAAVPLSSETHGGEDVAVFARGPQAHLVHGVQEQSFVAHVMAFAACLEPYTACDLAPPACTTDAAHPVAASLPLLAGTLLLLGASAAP
hIAP activ: increases human intestinal alkaline phosphatase activity. AID 2524. 330,000 compounds, 0.16% hits. activation factor at 10 µM. P09923. purified human IAP, CDP-Star luminescence, 30 min; stronger effect = higher value; 1 = vehicle-only enzyme, 0 = enzyme-free background;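 active = activation factor of the enzyme at least 2-fold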; note: the source names both 10 and 20 µM as test concentration; values of inactives mirror those of a sister screen read the other way
Numbers without * were called inactive.

Preview (4 entries):
SMILES | mIAP act | mIAP block | APOBEC3G inh | NR3A LBD binder | A3A deaminase | beta cell repl | MPTP inh | hIAP block | hIAP activ
CCN(CC)CCCNc1nc(N)c([N+](=O)[O-])c(N2CCCCCC2)n1 | 0.94 | 6 | -2 | -1 | 0 | -4 | 0.1 | 8 | 0.92
Nc1ccc(NC2C[C@@H](C(=O)O)NC2=O)cc1 (stereo not given in full) | 0.94 | 6 | -3 | 1 | -1 | 1 | -0.2 | -1 | 1
CC(=O)NC1=C(NC2CCS(=O)(=O)C2)C(=O)c2ccccc2C1=O (stereo not given) | 0.86 | 14 | 2 | 13* | -2 | -3 | 2.0 | 10 | 0.9
CCOC(=O)/C(C#N)=C/c1cn(CCC(=O)O)nc1-c1ccccc1 | 1 | 0 | -2 | -3 | 3 | 0 | -0.2 | -13 | 1.1

The whole of this part, repeating the preview:
SMILES | mIAP act | mIAP block | APOBEC3G inh | NR3A LBD binder | A3A deaminase | beta cell repl | MPTP inh | hIAP block | hIAP activ
CCN(CC)CCCNc1nc(N)c([N+](=O)[O-])c(N2CCCCCC2)n1 | 0.94 | 6 | -2 | -1 | 0 | -4 | 0.1 | 8 | 0.92
Nc1ccc(NC2C[C@@H](C(=O)O)NC2=O)cc1 (stereo not given in full) | 0.94 | 6 | -3 | 1 | -1 | 1 | -0.2 | -1 | 1
CC(=O)NC1=C(NC2CCS(=O)(=O)C2)C(=O)c2ccccc2C1=O (stereo not given) | 0.86 | 14 | 2 | 13* | -2 | -3 | 2.0 | 10 | 0.9
CCOC(=O)/C(C#N)=C/c1cn(CCC(=O)O)nc1-c1ccccc1 | 1 | 0 | -2 | -3 | 3 | 0 | -0.2 | -13 | 1.1
Cc1onc(-c2ccccc2)c1C(=O)Nc1ncc([N+](=O)[O-])s1 | 0.87 | 13 | -8 | -5 | 1 | -4 | 7.5 | 8 | 0.92
COc1ccc(S(=O)(=O)N2CCC(NC(=O)C(Cc3cccc(OC)c3OC)NC(C)=O)CC2)cc1 (stereo not given) | 0.99 | 1 | -7 | 2 | -4 | -2 | -3.3 | -8 | 1.1
Cc1cc(C)nc(SCc2ccc(C(=O)N/N=C/C3CCCCC3)cc2)n1 | 1 | -3 | 0 | 0 | -3 | -1 | 0.3 | 6 | 0.94
CN1CCN(C(c2ccc(F)cc2)c2nnnn2Cc2cccs2)CC1 (stereo not given) | 0.97 | 3 | -8 | 0 | -12 | 0 | -0.7 | -29 | 1.3
O=C(NC(=S)NNC(=O)c1cccs1)c1ccccc1 | 0.85 | 15 | 15 | -29 | -4 | -5 | -1.2 | -45 | 1.5
c1ccc(C(c2ccccc2)N2CCN(C(c3ccccn3)c3nnnn3C3CCCC3)CC2)cc1 (stereo not given) | 1.1 | -12 | -10 | 1 | 6 | -6 | -2.7 | -11 | 1.1
O=C(/C=C/c1cccc(C(F)(F)F)c1)N1CCN(c2ccccn2)CC1 | 0.99 | 1 | -3 | -1 | -3 | -7 | 1.2 | -1 | 1
COC(=O)Cc1ccc(NC(=O)c2ccc(NC(=O)c3ccco3)cc2)cc1 | 0.92 | 8 | -4 | 5 | 0 | 1 | -0.4 | 15 | 0.85
CCn1c(-c2ccccc2Cl)nn(CC(=O)Nc2ccccc2C)c1=S | 1 | -5 | 13 | 0 | 66* | 1 | 0.2 | -2 | 1
COc1ccc(C(=O)N2CCCC(C(=O)O)C2)c2ccccc12 (stereo not given) | 1 | 0 | -5 | -1 | -2 | 0 | -0.6 | 4 | 0.96
Cc1ccc(-n2ncc3c2CCCC3NC(=O)CCc2cnn(C)c2)cc1C (stereo not given) | 1 | 0 | -5 | -2 | -6 | 3 | -1.0 | 7 | 0.93
COCCNC(=O)CN(C(=O)Cn1nnc2ccccc21)c1cccc(C)c1C | 0.92 | 8 | -3 | -1 | -5 | 4 | -1.0 | 9 | 0.91
Cc1onc(-c2ccccc2Cl)c1C(=O)OCC(=O)N1CCCc2ccccc21 | 1 | -3 | -5 | 1 | 13 | -3 | 2.3 | -4 | 1
Cc1ccc(C)c(OCC(=O)NNC(=O)c2ccc(NC(=O)C3CC3)cc2)c1 | 0.89 | 11 | -2 | -1 | 0 | -4 | -2.9 | -56 | 1.6
CC1=NN(c2ccc(C)c(C)c2)C(=O)/C1=C/c1ccc2c(c1)n(C)c(=O)n2C | 0.88 | 12 | -8 | -1 | -3 | -4 | 0.7 | 12 | 0.88
O=c1oc(-c2ccccc2NS(=O)(=O)c2ccc3ccccc3c2)nc2ccccc12 | 1 | -3 | -2 | -6 | 0 | -5 | 12 | 1 | 0.99
COc1ccc(S(=O)(=O)NCCC(=O)N2CCCN(C)CC2)cc1 | 0.95 | 5 | -2 | 4 | -2 | -1 | 0.1 | 2 | 0.98
COc1ccc(C(=O)NCc2nnc(SCC(=O)Nc3cccc(C(F)(F)F)c3)o2)cc1OC | 0.86 | 14 | -2 | -2 | -2 | -3 | -6.2 | 9 | 0.91
O=S1(=O)CCC(NC(=S)NCCNC(=S)NC2CCS(=O)(=O)C2)C1 (stereo not given) | 1 | -1 | -2 | 21* | -2 | 1 | -0.9 | -15 | 1.2
CCOC(=O)C(C)N1C(=O)S/C(=C\c2ccc(-c3ccccc3C(=O)O)o2)C1=O (stereo not given) | 0.91 | 9 | 60 | 3 | 94 | 1 | 1.0 | 11 | 0.89
Fc1ccc2cc(CCO[C@H]3CCCCO3)ncc2c1 | 0.97 | 3 | -3 | 1 | -2 | 1 | 0.0 | 4 | 0.96
O=C(NCc1ccccc1)C1=C[C@@H](c2ccc3c(c2)OCO3)C[C@@H](OCc2ccc(CO)cc2)O1 | 1 | -4 | -9 | -1 | -4 | -1 | -4.5 | 0 | 1
CCN1C(=O)c2ccccc2Sc2ccc(C(=O)NCCC(C)C)cc21 | 1.1 | -6 | -6 | 4 | -3 | -2 | 1.2 | -10 | 1.1
Clc1cc(Br)ccc1OCCn1ccnc1 | 1 | 0 | -6 | -1 | -5 | -1 | 0.4 | 7 | 0.93
NC(Cc1ccc2nsnc2c1)C(=O)O (stereo not given) | 0.96 | 4 | -5 | 0 | -3 | -3 | -1.9 | -5 | 1.1
COc1ccccc1COC(=O)CN1C(=O)NC2(CCCCC2C)C1=O (stereo not given) | 1 | -2 | -9 | 2 | 0 | -1 | -1.7 | -18 | 1.2
Cc1ccnc(NS(=O)(=O)c2ccc(NC(=O)C(C)(C)C)cc2)n1 | 1.1 | -6 | -5 | 1 | 1 | -2 | -0.2 | 8 | 0.92
O=C(CCS(=O)(=O)c1ccccc1)N1CCCc2ccccc21 | 0.92 | 8 | -4 | 0 | -3 | 3 | -0.6 | 17 | 0.83
CC(=O)Nc1ccc(CN2CCN(C3CCCC3)C(CCO)C2)cc1 (stereo not given) | 0.84 | 16 | 0 | -116 | 1 | 0 | -0.1 | 17 | 0.83
N#Cc1ccccc1 | 0.98 | 2 | -5 | 0 | -1 | -1 | -3.1 | 3 | 0.97
Oc1[nH]c2ccccc2c1/C=N/c1nccs1 | 0.95 | 5 | -10 | -1 | -10 | -2 | -0.1 | -3 | 1
COc1ccc(Cl)c2sc(N3CCN(C(C)=O)CC3)nc12 | 0.96 | 4 | -3 | 0 | 4 | 0 | -1.7 | -2 | 1
CCOc1ccc(NC(=O)CSc2ccc(-c3ccccn3)nn2)cc1 | 0.91 | 9 | -6 | -3 | -1 | -2 | 2.7 | 12 | 0.88
CCCCOc1ccc(-c2c(C(=O)Nc3ccccc3)c(C)[nH]c(=S)c2C#N)cc1 | 0.94 | 6 | -9 | -24 | 1 | -3 | 2.8 | -1 | 1
CSc1cccc(NC(=O)CN(C)S(=O)(=O)c2ccc(C)cc2)c1 | 1.1 | -10 | -1 | -2 | -1 | -3 | -1.4 | 13 | 0.87
Cn1c(SCc2ccccn2)nnc1-c1ccncc1 | 0.98 | 2 | -4 | 2 | 2 | -2 | -0.9 | -8 | 1.1
COc1ccc(C(=O)N/C(=C\c2ccc(OC)c(OC)c2)C(=O)N2CCCCC2)cc1 | 0.92 | 8 | -4 | 1 | -1 | -3 | -0.2 | 1 | 0.99
CC1SCC(NC(=O)c2ccccc2Cl)CS1 (stereo not given) | 1 | 0 | -10 | 1 | -2 | -2 | 0.1 | 19 | 0.81
COc1ccc(S(=O)(=O)N(C)c2ccc(C(=O)N3CCOCC3)cc2)cc1 | 0.98 | 2 | -5 | 5 | -3 | -2 | -2.6 | 13 | 0.87
CCN1CCN(C(=O)c2cc3c(=O)oc4ccc(C)cc4c3s2)CC1 | 1 | -2 | -10 | 0 | 2 | -2 | -0.3 | -14 | 1.1
O=C(Nn1cnc2ccccc2c1=O)c1ccccc1[N+](=O)[O-] | 0.99 | 1 | -6 | 5 | -1 | -2 | -0.9 | -7 | 1.1
COc1ccccc1OCCSc1nc2ccc([N+](=O)[O-])cc2s1 | 0.95 | 5 | -5 | 1 | 1 | -1 | 76* | 1 | 0.99
O=C(NC(=O)c1ccccc1)Nc1ccccc1O | 0.98 | 2 | -9 | -1 | -3 | -2 | -1.0 | 1 | 0.99
COc1ccc(CCn2c(-c3cc([N+](=O)[O-])cc([N+](=O)[O-])c3)nc3nc4ccccc4nc32)cc1OC | 0.99 | 1 | -3 | 0 | -1 | -2 | 1.7 | 10 | 0.9
O=C1CCc2cc(S(=O)(=O)NCc3ccc(Cl)cc3)cc3c2N1CC3 | 1 | -5 | -8 | 2 | 0 | 7 | 0.7 | -16 | 1.2
O=C(Oc1ccc2ccc(=O)oc2c1)c1ccc([N+](=O)[O-])cc1 | 1 | -3 | 6 | -4 | -4 | -4 | 1.4 | -19 | 1.2
Cc1ccc(NC(=O)CCc2c[nH]c3ccccc23)nc1 | 0.99 | 1 | -5 | 1 | -2 | -5 | 0.6 | 15 | 0.85
O=S(=O)(O)c1cc(O)c2c(O)c(N=Nc3cc(Cl)ccc3O)c(S(=O)(=O)O)cc2c1 | 0.77 | 23 | 22 | -12 | 91* | -2 | 24 | -34 | 1.3
C=CCN(CC(=O)NCc1ccc(OC)cc1)C(=O)c1csnn1 | 1 | -2 | 0 | 2 | 4 | -1 | 0.9 | 0 | 1
CC(C)(C)c1cc(C2=CSC3=NCCN23)cc(C(C)(C)C)c1O | 0.99 | 1 | -6 | 1 | -6 | -5 | 1.7 | -35 | 1.3
Cc1ccc(C(C(=O)NCC2CCCO2)N(C(=O)c2snc(C(N)=O)c2N)c2ccccc2)o1 (stereo not given) | 0.93 | 7 | -8 | 0 | -4 | 0 | -0.7 | 6 | 0.94
O=C(CCS(=O)(=O)c1ccccc1)Nc1ccc(S(=O)(=O)Nc2ncccn2)cc1 | 0.98 | 2 | -9 | 0 | -3 | 0 | -0.6 | -2 | 1
COCCCN(CCCN)Cc1ccco1 | 0.99 | 0 | 71* | -1 | -2 | 0 | 2.1 | -4 | 1
Cc1cc(C)c2sc(N(CCCN(C)C)C(=O)COc3ccc(Cl)cc3)nc2c1 | 0.91 | 9 | 3 | -8 | 3 | -5 | 6.4 | 4 | 0.96
CCOC(=O)C1=C(Cn2cnc3ccccc32)NC(=O)NC1c1ccc(Cl)cc1 (stereo not given) | 0.89 | 11 | -1 | 0 | 2 | -2 | -1.7 | 14 | 0.86
CCOC(=O)C1=C(O)/C(=C\c2ccc(CNS(=O)(=O)c3ccc(Br)cc3)o2)N=C1C | 0.82 | 18 | 10 | -3 | 19 | -2 | 0.9 | -17 | 1.2

The order is random. About 5% of those tested had a hit in this group.
